Screening results as filed in PubChem.
Luc counter: blocks Kinase-Glo luciferase, a counter-screen artifact | Q27757 | Kinase-Glo luciferase, ATP luminescence, 8 min | Potency, µM (doses to about 38.3 µM), for the others: top-dose activity change, negative = inhibition, usual class: inhibitors | actives 0.28% (n = 200,000) | AID 1379; further: on the % scale 0 is the no-effect control and ±100 the full control effect; nearly all actives have a fitted effect of over 60% in size
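Compounds were added to a substrate mix at pH 7.2 (50 mM imidazole, 10 uM ATP, within the enzyme's linear range), followed by Kinase-Glo detection reagent; luminescence was measured after 8 minutes at ambient temperature.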
Tau ThT inhib: blocks human tau fibril formation measured by thioflavin T. P10636. recombinant tau K18 P301L, heparin-induced fibrillization, ThT fluorescence. Potency, µM (doses to about 57.4 µM), for inactives: at the highest dose activity, negative = inhibition, usual class: inhibitors. actives 2.1% (n = 270,000). AID 1460; further: on the % scale 0 is the no-effect control and ±100 the full control effect; nearly all actives have a fitted effect of over 55% in size
Target sequence (P10636 561-689 P618L limits assumed): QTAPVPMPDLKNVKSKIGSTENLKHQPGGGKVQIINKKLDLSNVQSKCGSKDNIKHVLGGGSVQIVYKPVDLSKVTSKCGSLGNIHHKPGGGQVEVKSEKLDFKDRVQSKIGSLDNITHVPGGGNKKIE
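ThT emission at 510 nm, taken 1 hr after adding 30 uM dye, quantifies aggregates formed when 20 uM heparin acts on human tau K18 P301L for 6 hr at 37 C.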
Lamin A splicing: LMNA splicing modulation; actives 0.01% (n = 200,000); Potency, µM (doses to about 46.1 µM), without a hit: top-dose ratio change, negative = inhibition, usual class: inhibitors; HeLa LMNA splicing GFP/RFP minigene ratio, 48 h; AID 1487; active means well fitted inhibition curve with a large enough effect in the signal ratio, with a control signal flat, not every such curve was filed as active; inconclusive means small, poorly fitted or top-dose-only effect, or effect the other way, or a change in a side signal; the % refers to the signal ratio; further: on the % scale 0 is the no-effect control and ±100 the full control effect
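S3 HeLa cells stably expressing lamin A-EGFP splicing minigene plus DsRed2, 600 cells/well, 48 h compound exposure at 37C. Laser-scanning cytometry; analysed as GFP (500-530 nm)/RFP (575-640 nm) total intensity ratio; 0.5% DMSO vehicle.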
L3MBTL1 block: blocks human L3MBTL1; actives 0.66% (n = 230,000); AlphaScreen L3MBTL1–H3K9me1 peptide binding; Q9Y468; Potency, µM (doses to about 57.1 µM), for inactives: top-dose activity, negative = inhibition, most hits filed as inhibitors; further: on the % scale 0 is the no-effect control and ±100 the full control effect; nearly all actives have a fitted effect of over 60% in size
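L3MBTL1 (50 nM) pre-complexed 30 min with biotinylated H3(1-15)K9me1 peptide (75 nM), then compounds added for 30 min at room temperature; AlphaScreen streptavidin donor/nickel chelate acceptor beads (10 ug/mL final) read after 30 min dark incubation.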
SMN2 splice up: increases expression of the SMN2 splice variant | actives 2.8% (n = 210,000) | Potency, µM (doses to about 46.1 µM), without a hit: at the top dose activity change, positive = activation, usual class: activators | HEK293 SMN2-luciferase splicing reporter, luminescence, 30-36 h; further: % of control where 0% means no effect; nearly all actives have a fitted effect of over 55% in size
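HEK293 cells carry an SMN2 minigene-luciferase reporter in which exon 7 inclusion puts luciferase in frame. Cells were seeded at 2000 cells/well, attached for 10-12 hours, then exposed to compounds for 30-36 hours at 37C before ONE-Glo luminescence.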
RECQ1 inh: blocks DNA unwinding by human RECQ1. actives 0.54% (n = 240,000). RECQ1 DNA unwinding, red fluorescence kinetic read. P46063. AID 2549. Potency, µM (titrated, usually from 57.3 µM), without a hit: at the top dose activity, negative = inhibition, most hits filed as inhibitors;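 further: plate controls were vehicle for no effect and no enzyme for full effect; nearly all actives have a fitted effect of over 30% in size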
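50 nM RECQ1T1 preincubated 15 min with compound in Tris pH 8.0 buffer with MgCl2, DTT, Tween-20 and 2.5 ug/ml poly(dI-dC); started with 200 nM TAMRA/BHQ-2 forked duplex and 2 mM ATP. Unwinding read as fluorescence (525/598 nm), two reads 2 h apart.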
KDM4E inh: inhibitors of human JMJD2E histone demethylase | B2RXH2 | JMJD2E catalytic domain, FDH-coupled NADH fluorescence (FDH is formaldehyde dehydrogenase) | Potency, µM (highest dose often 57.1 µM), inactives show top-dose activity change, negative = inhibition, usual class: inhibitors | actives 1.6% (n = 230,000) | AID 2147; active means well fitted inhibition curve with a large enough effect, not every such curve was filed as active; inconclusive means small, poorly fitted or top-dose-only effect, or another doubt; inactive means no such curve, though single readings can be large or run the other way;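 further: 0% = wells with enzyme and -100% = buffer wells without enzyme; nearly all actives have a fitted effect of over 50% in size; many of its hits are not listed in these tables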
Target sequence (B2RXH2 1-337 limits assumed): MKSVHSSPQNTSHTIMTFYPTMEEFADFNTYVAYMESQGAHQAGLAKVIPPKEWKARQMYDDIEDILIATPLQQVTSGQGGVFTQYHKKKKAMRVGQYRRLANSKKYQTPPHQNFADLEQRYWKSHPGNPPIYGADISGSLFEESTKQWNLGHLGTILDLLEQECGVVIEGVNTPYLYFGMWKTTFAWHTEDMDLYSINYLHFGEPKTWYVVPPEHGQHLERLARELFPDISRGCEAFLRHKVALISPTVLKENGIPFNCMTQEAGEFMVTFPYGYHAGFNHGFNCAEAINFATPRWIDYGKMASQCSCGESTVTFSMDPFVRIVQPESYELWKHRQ
ALDH1A1 inh: inhibitors of human aldehyde dehydrogenase 1A1; P00352; Purified ALDH1A1, NADH fluorescence, propionaldehyde substrate; Potency, µM (series often up to 75.3 µM), without a hit: at the top dose activity, negative = inhibition, most hits filed as inhibitors; actives 7.3% (n = 220,000); AID 1030; active means well fitted inhibition curve with a large enough effect, not every such curve was filed as active; inconclusive means small, poorly fitted or top-dose-only effect, or another doubt; inactive means no such curve, though single readings can be large or run the other way;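 further: plate controls were no enzyme wells and a reference inhibitor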
Target sequence (P00352 whole entry, looked up): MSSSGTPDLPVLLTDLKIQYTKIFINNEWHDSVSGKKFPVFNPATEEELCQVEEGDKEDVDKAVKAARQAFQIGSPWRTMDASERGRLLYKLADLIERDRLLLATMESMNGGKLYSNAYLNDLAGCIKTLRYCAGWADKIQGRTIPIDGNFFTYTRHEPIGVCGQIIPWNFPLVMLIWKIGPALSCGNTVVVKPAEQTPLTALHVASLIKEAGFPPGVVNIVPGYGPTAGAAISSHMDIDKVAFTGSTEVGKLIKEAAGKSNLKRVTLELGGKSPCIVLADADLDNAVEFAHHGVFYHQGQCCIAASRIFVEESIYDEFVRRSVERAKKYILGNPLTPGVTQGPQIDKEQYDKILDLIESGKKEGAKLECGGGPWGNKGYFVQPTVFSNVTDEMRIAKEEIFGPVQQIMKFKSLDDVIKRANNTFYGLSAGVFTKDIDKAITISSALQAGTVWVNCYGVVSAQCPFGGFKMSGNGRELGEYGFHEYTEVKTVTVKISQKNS
* marks the source's active call; other numbers are inactive results; & = joins results of further samples; [ ] = remark or other dose. Unless noted, the call rests on the fitted dose curve; in most records, active means well fitted curve in the direction sought with a large enough effect; inconclusive means small, poorly fitted or top-dose-only effect, or another doubt; inactive means no such curve, though single readings can be large; an effect the other way counts as inactive or inconclusive. Potency means the concentration at half of the fitted maximal effect. An excerpt. The share of hits here may be higher or lower than overall.

How did O=C(O)c1cc2c(cc1Br)OCCCO2 do in these assays?
Luc counter: 0.4%; Tau ThT inhib: 3.7%; Lamin A splicing: 0.2%; L3MBTL1 block: 4.9%; SMN2 splice up: 5.0%; RECQ1 inh: 7.2%; KDM4E inh: 0.8%; ALDH1A1 inh: 0.9%

What do the screens show for `Cc1ccc(Nc2nc(N)nc(-c3oc4ccccc4c3C)n2)cc1`?
Luc counter: 0.7%; Tau ThT inhib: 13.0%; Lamin A splicing: inconclusive; L3MBTL1 block: 3.6%; SMN2 splice up: 12.6µM*; RECQ1 inh: inactive; KDM4E inh: inconclusive; ALDH1A1 inh: -6.5%

What do the screens show for `O=C(Nc1ccccc1C(=O)N1CCOCC1)C1COc2ccccc2O1` (stereo not given)?
Luc counter: 1.9%; Tau ThT inhib: 1.7%; Lamin A splicing: -2.3%; SMN2 splice up: -3.2%; RECQ1 inh: -12.7%; KDM4E inh: 5.4%; ALDH1A1 inh: 3.9%

How did COC(=O)C(C(=O)OC)C(C(=O)OC)C(C(=O)OC)C(=O)OC do in these assays?
Luc counter: 0.2%; Tau ThT inhib: 9.5%; Lamin A splicing: -6.0%; L3MBTL1 block: 15.7%[11.4 µM]; SMN2 splice up: inconclusive; RECQ1 inh: 10.7%; KDM4E inh: -3.6%; ALDH1A1 inh: 6.0%

Results for O=C(Nc1ccccc1Cl)c1ccc(S(=O)(=O)N2CCOCC2)cc1 ?
Luc counter: -0.1%; Tau ThT inhib: -1.0%; Lamin A splicing: -11.3%; L3MBTL1 block: -7.4%; SMN2 splice up: -1.5%; RECQ1 inh: -1.9%; KDM4E inh: -7.9%; ALDH1A1 inh: 3.7%

Results for Cc1cc(NC(=O)CCC(=O)N(Cc2ccco2)C(C(=O)NC2CCCCC2)c2ccccc2)no1 (stereo not given) ?
Luc counter: 0.4%; Tau ThT inhib: -8.6%; Lamin A splicing: -7.6%; L3MBTL1 block: -0.6%; SMN2 splice up: 6.5%; RECQ1 inh: -1.1%; KDM4E inh: 12.8%; ALDH1A1 inh: 3.3%

How did O=C1CC(Cc2ccccc2)C(=O)N1c1ccccn1 (stereo not given) do in these assays?
Tau ThT inhib: 0.8%; L3MBTL1 block: 1.5%; RECQ1 inh: -16.0%; KDM4E inh: -13.8%

Results for COc1cc(CNc2cccc(C(=O)O)c2)cc(Br)c1OCC(=O)NC(C)(C)C ?
Luc counter: -5.3%; Tau ThT inhib: inconclusive; Lamin A splicing: inconclusive; L3MBTL1 block: inconclusive; RECQ1 inh: 1.4%; KDM4E inh: -7.6%; ALDH1A1 inh: 2.6%

How did O=C(/C=C\c1ccco1)Nc1cc([N+](=O)[O-])ccc1F do in these assays?
Luc counter: -0.3%; Tau ThT inhib: -9.2%; Lamin A splicing: inconclusive; L3MBTL1 block: -4.0%; SMN2 splice up: -12.3%; RECQ1 inh: 3.1%; KDM4E inh: -19.7%; ALDH1A1 inh: inconclusive

How did Cc1ccc(C(=O)N2CCCC(c3ccc(Cl)cc3)=N2)cc1 do in these assays?
Luc counter: -1.3%; Tau ThT inhib: -16.9%; Lamin A splicing: -8.2%[9.22 µM]; L3MBTL1 block: 21.8%; SMN2 splice up: -6.9%; RECQ1 inh: -6.6%; KDM4E inh: -8.2%; ALDH1A1 inh: 12.6µM*

Results for O=C(Cc1ccccc1)Nc1nnc(SCC(=O)NC2CCCC2)s1 ?
Luc counter: -0.1%; Tau ThT inhib: 3.3%; Lamin A splicing: inconclusive; L3MBTL1 block: 4.5%; SMN2 splice up: 3.2%; RECQ1 inh: 0.8%; KDM4E inh: -2.2%; ALDH1A1 inh: 9.4%

Results for Cc1ccc(CN2CCNC2=O)cc1 ?
Luc counter: -1.6%; Tau ThT inhib: -4.9%; Lamin A splicing: 0.2%; L3MBTL1 block: 1.0%; SMN2 splice up: -6.5%; RECQ1 inh: -9.5%; KDM4E inh: 7.3%; ALDH1A1 inh: 6.7%

How did Cc1ccc(S(=O)(=O)N(C)C)cc1NC(=O)COC(=O)c1ccc(Cl)cc1 do in these assays?
Luc counter: -2.9%; Tau ThT inhib: 1.9%; Lamin A splicing: -1.7%[46 µM]; L3MBTL1 block: -27.1%; SMN2 splice up: -6.3%; RECQ1 inh: -5.0%; KDM4E inh: -9.3%; ALDH1A1 inh: -9.8%

How did CCOC(=O)c1c(C)[nH]c(C(=O)OCC(=O)Nc2ccc(OC)c(Cl)c2)c1C do in these assays?
Luc counter: -4.2%; Tau ThT inhib: inconclusive; Lamin A splicing: -2.9%; SMN2 splice up: 2.1%; RECQ1 inh: -6.8%; KDM4E inh: -5.4%; ALDH1A1 inh: inconclusive

What do the screens show for `CS(=O)(=O)Nc1nnc(SCC(=O)Nc2cccc([N+](=O)[O-])c2)s1`?
Luc counter: 5.2%; Tau ThT inhib: -10.3%; Lamin A splicing: -5.6%; L3MBTL1 block: 9.5%; SMN2 splice up: 23.6%; RECQ1 inh: -1.7%; KDM4E inh: 7.0%; ALDH1A1 inh: -3.0%

What do the screens show for `C[C@@]12C=Cc3occc3C1CC[C@@]13C[C@@H](CCC12)[C@@](O)(CO)C3` (stereo not given in full)?
Luc counter: 4.3%[39.9 µM]; Tau ThT inhib: 11.2µM*; RECQ1 inh: -12.2%; ALDH1A1 inh: 1.41µM*

How did O=C(CCSCc1ccc(Cl)cc1)NCCc1ccccc1 do in these assays?
Luc counter: 1.2%; Tau ThT inhib: -6.6%&-11.3%; Lamin A splicing: -4.6%[46 µM]; L3MBTL1 block: 7.9%; SMN2 splice up: 10.5%; RECQ1 inh: -13.0%; KDM4E inh: 0.3%; ALDH1A1 inh: 2.8%

How did COc1ccc(N(C)S(=O)(=O)c2cccc(C(=O)Nc3ccc4c(c3)OCCO4)c2)cc1 do in these assays?
Luc counter: 0.2%; Tau ThT inhib: -9.8%; L3MBTL1 block: -6.6%; SMN2 splice up: 9.3%; RECQ1 inh: -11.2%; KDM4E inh: -8.6%; ALDH1A1 inh: inconclusive

Results for CCOC(=O)c1cccc(NS(=O)(=O)c2c(C)[nH]c(=O)[nH]c2=O)c1 ?
Luc counter: 4.8%; Tau ThT inhib: -15.8%; Lamin A splicing: 3.2%; L3MBTL1 block: 0.5%; SMN2 splice up: -11.3%; RECQ1 inh: inactive; KDM4E inh: 5.3%; ALDH1A1 inh: -4.5%

How did CC(c1nc2ccccc2o1)N1C(=O)c2ccccc2C1=O (stereo not given) do in these assays?
Luc counter: -3.9%; Tau ThT inhib: 4.3%; Lamin A splicing: -6.2%; L3MBTL1 block: 3.5%; SMN2 splice up: -12.6%; RECQ1 inh: -1.0%; KDM4E inh: 2.8%; ALDH1A1 inh: 1.9%

How did Cc1cccc(N2CN=C3SCC(=O)N3C2)c1 do in these assays?
Tau ThT inhib: -12.6%; L3MBTL1 block: -0.2%; RECQ1 inh: -5.7%; KDM4E inh: -0.5%; ALDH1A1 inh: -2.0%

Results for Cc1cc(C)c2c(=O)n(CC(=O)N3CCC(Cc4ccccc4)CC3)sc2n1 ?
Luc counter: 5.9%; Tau ThT inhib: 12.6µM*; Lamin A splicing: -4.2%; L3MBTL1 block: -8.8%; SMN2 splice up: -3.8%; RECQ1 inh: 7.6%; KDM4E inh: inconclusive; ALDH1A1 inh: 7.08µM*

What do the screens show for `COC1(C2=NCCN2)COc2ccccc2O1` (stereo not given)?
Luc counter: -1.9%; Tau ThT inhib: -4.0%; Lamin A splicing: -10.9%; L3MBTL1 block: 9.1%; SMN2 splice up: 1.3%; RECQ1 inh: -3.1%; KDM4E inh: 1.3%; ALDH1A1 inh: 0.5%

What do the screens show for `COc1cccc(CN2CCN(c3cccc(C(F)(F)F)c3)CC2)c1OC`?
Luc counter: 0.8%; Tau ThT inhib: -11.6%; Lamin A splicing: -10.2%; L3MBTL1 block: -1.0%; SMN2 splice up: -10.9%; RECQ1 inh: -7.7%; KDM4E inh: inconclusive; ALDH1A1 inh: -11.5%

How did Cc1ccc(/C=N/NC(=O)c2nc3nc(C)cc(C)n3n2)cc1 do in these assays?
Luc counter: -0.2%; Tau ThT inhib: -6.4%; Lamin A splicing: 1.3%; L3MBTL1 block: 5.1%; SMN2 splice up: -14.9%; RECQ1 inh: -17.0%; KDM4E inh: 182.9%[activator]; ALDH1A1 inh: -2.9%

Results for O=C(NC(NCc1ccccc1)C(Cl)(Cl)Cl)c1cccnc1 (stereo not given) ?
Luc counter: -1.2%; Tau ThT inhib: -10.9%; Lamin A splicing: 11.3%; L3MBTL1 block: 5.9%; SMN2 splice up: 2.2%; RECQ1 inh: -2.1%; KDM4E inh: 8.9%; ALDH1A1 inh: 0.7%

What do the screens show for `COCCN(C(=S)Nc1ccc(OC)cc1)C1CCN(C(C)C)CC1`?
Luc counter: -0.9%; Tau ThT inhib: -3.3%; Lamin A splicing: 0.0%; L3MBTL1 block: 1.1%; SMN2 splice up: 3.5%; RECQ1 inh: -10.4%; KDM4E inh: -1.8%; ALDH1A1 inh: -2.1%

What do the screens show for `O=C(CSc1nncs1)NCc1ccc(F)cc1`?
Luc counter: 0.1%; Tau ThT inhib: -0.3%; L3MBTL1 block: 3.7%; SMN2 splice up: 2.8%; RECQ1 inh: 1.2%; KDM4E inh: 3.7%; ALDH1A1 inh: 10.1%

Results for COc1ccc(C)cc1NC(=O)C(Sc1nnc2ccccn12)c1ccccc1 (stereo not given) ?
Luc counter: -1.2%; Tau ThT inhib: -4.6%; Lamin A splicing: -1.3%; L3MBTL1 block: 1.8%; SMN2 splice up: -3.7%; RECQ1 inh: inactive; KDM4E inh: -1.4%; ALDH1A1 inh: -3.7%

How did O=C(O)CCn1c(=S)oc2ccccc21 do in these assays?
Luc counter: -3.1%; Tau ThT inhib: -7.1%; Lamin A splicing: -10.0%; L3MBTL1 block: 12.8%; SMN2 splice up: 16.2%; RECQ1 inh: inactive; KDM4E inh: 1.7%; ALDH1A1 inh: 9.4%

What do the screens show for `CC(=O)NC(=S)Nc1ccc(-c2nc3ccc(C)cc3s2)cc1`?
Luc counter: -5.1%; Tau ThT inhib: inconclusive; Lamin A splicing: -11.9%; L3MBTL1 block: -1.0%; SMN2 splice up: 12.6µM*; RECQ1 inh: inactive; KDM4E inh: inconclusive; ALDH1A1 inh: inconclusive
